TDP2 absorb: TDP2 (human) inhibition, absorbance primary screen. O95551. recombinant TDP2, T5PNP hydrolysis, p-nitrophenol absorbance 415 nm. inhibition, % at 12.8 µM. hit rate 0.34% among 370,000. AID 720702;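 active = inhibition above the mean of all tested compounds plus 3 SD, set per campaign, cut at about 25% in these data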;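 also: 0% = DMSO with enzyme and 100% = buffer with substrate but no TDP2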
Target sequence (O95551 whole entry, looked up): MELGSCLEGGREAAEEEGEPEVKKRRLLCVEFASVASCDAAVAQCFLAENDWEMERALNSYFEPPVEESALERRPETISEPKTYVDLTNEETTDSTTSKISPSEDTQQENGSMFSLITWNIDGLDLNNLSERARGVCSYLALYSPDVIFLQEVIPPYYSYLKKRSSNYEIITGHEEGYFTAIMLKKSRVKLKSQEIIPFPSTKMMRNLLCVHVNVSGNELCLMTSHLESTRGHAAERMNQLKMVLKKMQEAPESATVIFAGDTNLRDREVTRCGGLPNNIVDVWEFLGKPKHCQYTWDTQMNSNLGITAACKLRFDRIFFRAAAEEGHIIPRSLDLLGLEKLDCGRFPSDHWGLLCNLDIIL
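Test system: human TDP2 enzyme; Input: 120 nM TDP2 per well; Buffer or medium: Mg2+-containing Tris-HCl buffer, pH 7.5; Reagent: 5 mM T5PNP; Dosing: 12.8 µM single point, 1% DMSO; Incubation: reaction 2 h, 37 °C; Detection: p-Nitrophenol epi absorbance; Read-out: % inhibition relative to enzyme-containing and enzyme-free wells; Replicates: single well per compound.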
TCR CD3 inh: human TCR-CD3 binding inhibition | TAMRA-labeled TCR probe fluorescence, biochemical | inhibition, % at 9.4 µM | hit rate 0.37% among 360,000; in the data active = inhibition above about 19%;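 also: recombinant mutant TCR 2C K166C tagged with TAMRA read by polarization; 0% = receptor in buffer alone and 100% = receptor with positive control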
ABHD4 inh: ABHD4 (mouse) inhibition, primary FP screen; Q8VD66; AID 720543; inhibition, % at 8.92 µM; hit rate 0.54% among 370,000; purified mABHD4, FP-Rh probe fluorescence polarization;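 active = inhibition exceeding the mean over every tested compound plus 3 SD, cut at about 30% in these data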;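 also: 0% = plate median of compound wells and 100% = S159A mutant with DMSO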
Target sequence (Q8VD66 whole entry, looked up): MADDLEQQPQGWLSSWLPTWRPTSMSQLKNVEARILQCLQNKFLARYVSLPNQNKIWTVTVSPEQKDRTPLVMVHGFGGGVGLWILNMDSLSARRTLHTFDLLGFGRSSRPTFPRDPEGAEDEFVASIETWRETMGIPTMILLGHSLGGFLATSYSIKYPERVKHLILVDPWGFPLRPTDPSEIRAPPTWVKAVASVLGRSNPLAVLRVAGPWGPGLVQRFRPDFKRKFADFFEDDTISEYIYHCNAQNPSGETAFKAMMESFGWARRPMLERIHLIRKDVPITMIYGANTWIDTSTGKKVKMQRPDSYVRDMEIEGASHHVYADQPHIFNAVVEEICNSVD
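Doses – 8.92 µM, single dose · Material – wild-type mouse ABHD4 protein · Replication – single well per compound (singlicate) · Measure – percent inhibition of probe binding, normalized to plate controls · Schedule – 45 min compound pre-incubation plus 60 min probe step, 25 °C · Detection – fluorescence polarization with parallel and perpendicular emission, 525/598 nm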
SIAE primary: inhibitors of human sialic acid acetylesterase SIAE | Q9HAT2 | SIAE FP-Rh probe binding, fluorescence polarization | inhibition, % at 9.66 µM | hit rate 0.69% among 370,000;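 active = inhibition above a cutoff: mean of compounds within the control limits plus 3 SD of those, cut at about 17% in these data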;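 also: 0% = plate median of compound wells and 100% = probe without SIAE protein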
Rev-erbA mod: modulates human Rev-erb alpha binding to DNA | AID 1259318 | Rev-erbα–FITC-DNA binding, fluorescence polarization, 90 min | activity, % at 10 µM | hit rate 0.79% among 370,000;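 active = activity above about 14%, limit read from the data; passing the limit was not always enough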;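 also: 0% = DMSO wells with 35 nM protein and 100% = DMSO wells with 750 nM protein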
HTRA1 inh: blocks human HTRA1 serine peptidase; inhibition, % at 5.96 µM; Q92743; hit rate 0.5% among 340,000; recombinant HTRA1, FP-rhodamine activity-based probe, fluorescence polarization; in the data active = inhibition above about 36%;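 also: 0% = enzyme with DMSO and 100% = wells lacking enzyme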
rCAG RNA binder: molecules binding r(CAG) RNA repeats | inhibition, % at 3 µM | hit rate 1.3% among 370,000 | r(CAG) RNA repeat, TO-PRO-1 dye displacement fluorescence;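 active = inhibition above the plate cutoff, the mean of all test compounds on that plate plus 3 SD, cut at about 35% in these data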;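 also: 0% = DMSO alone and 100% = 100 µM mitoxantrone as full dye displacement; higher means more dye released from RNA so lower well fluorescence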
PG9 Ab binder: small molecules binding HIV-1 gp120 antibody PG9 | hit rate 0.43% among 360,000 | inhibition, % at 6.7 µM | TR-FRET gp120-PG9 antibody binding; in the data active = inhibition above about 8.5%
PRMT1 inh: blocks human protein arginine methyltransferase 1; inhibition, % at 2.79 µM; Q99873; recombinant PRMT1, activity-based probe fluorescence polarization; hit rate 1.3% among 370,000;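 active = inhibition above about 21% made by adding two undisclosed values, limit read from the data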
Target sequence (Q99873 whole entry, looked up): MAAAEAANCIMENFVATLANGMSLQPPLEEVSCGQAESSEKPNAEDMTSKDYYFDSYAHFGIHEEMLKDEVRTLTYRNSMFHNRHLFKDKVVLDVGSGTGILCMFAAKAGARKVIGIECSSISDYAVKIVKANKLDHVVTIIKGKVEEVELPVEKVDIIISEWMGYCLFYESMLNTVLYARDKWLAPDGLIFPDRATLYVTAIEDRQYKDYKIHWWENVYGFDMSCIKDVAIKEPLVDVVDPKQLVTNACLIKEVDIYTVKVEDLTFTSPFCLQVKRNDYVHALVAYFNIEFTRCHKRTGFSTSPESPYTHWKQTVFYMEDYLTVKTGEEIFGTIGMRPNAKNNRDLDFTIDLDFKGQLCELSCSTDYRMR
LEDGF integ inh: blocks HIV-1 LEDGF/p75-dependent DNA integration; TR-FRET IN-LEDGF/p75 DNA integration, Eu/Cy5; inhibition, % at 3.7 µM; hit rate 0.64% among 370,000;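 active = inhibition above the screen-wide mean plus 3 SD, cut at about 13% in these data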;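 also: signal is the Cy5 over europium emission ratio at 671 and 618 nm; 0% = plate median of compound wells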
An asterisk follows results filed as active; · = no result given.

SMILES	TDP2 absorb	TCR CD3 inh	ABHD4 inh	SIAE primary	Rev-erbA mod	HTRA1 inh	rCAG RNA binder	PG9 Ab binder	PRMT1 inh	LEDGF integ inh
O=c1c2c3nc4ccccc4nc3n(-c3ccc4c(c3)OCCO4)c2ncn1C1CCCC1	3	-2	-2	-4	-21	-4	-1	-0.9	0	3
CC(NCc1ccco1)C(=O)N1CCN(c2cccc(C(F)(F)F)c2)CC1 (configuration not stated)	3	·	3	6	0	·	0	·	-3	-2
Cc1cn(CC(=O)NCc2ccccc2)c(=O)[nH]c1=O	-12	-6	-3	-3	4	5	2	-0.2	0	5
O=C(N/N=C/c1c[nH]c2ccccc12)c1cc(Br)ccc1O	1	-4	15	14	1	27	13	-4.6	-5	2
COc1ccc(/C=C2\Sc3ccc(C(=O)NCc4cccnc4)cc3N(C)C2=O)cc1OC	-16	3	-2	-2	-4	-17	6	-2.5	32*	1
COc1ccc(CCN(Cc2cc3ccc(C)cc3[nH]c2=O)C(C)=O)cc1OC	14	1	-2	0	-1	-1	-8	-0.1	-2	1
Cc1ccc(Cn2c(SCC(=O)N3CC(=O)Nc4ccccc43)nc3ccccc3c2=O)cc1	3	-1	-31	-9	1	-68	18	0.1	4	-4
CC1(C)O[C@@H]2[C@H](O1)[C@@H](CO)O[C@H]2n1cnc2c(N)ncnc21	7	-6	1	-1	1	3	-1	1.0	-3	1
N#CC1=C(Nc2ccccc2)SC=C(c2ccc(Br)cc2)N=C1N1CCOCC1	1	0	-2	-4	-1	-13	1	-2.0	1	-3
O=c1[nH]cccc1-c1nc2ccccc2n1Cc1cccc(F)c1	0	6	4	3	1	12	-3	1.0	0	0
Nc1c(Cl)ncnc1N/N=C/c1ccc2ccccc2n1	-2	4	27	5	4	79*	6	-7.5	3	1
O=C(Nn1c(-c2ccc(Br)cc2)nc2ccccc2c1=O)c1ccc([N+](=O)[O-])cc1	3	8	6	1	-2	-1	21	0.1	0	0
CCOC(=O)c1c(NC(=O)CN2CCOCC2)sc2c1CCCC2	-12	0	-6	-3	-8	-7	-10	-1.4	-2	-1
O=C(NCC1CCN(C(=O)c2ccc([N+](=O)[O-])cc2)CC1)c1ccc([N+](=O)[O-])cc1	8	-4	3	4	1	-3	2	-0.5	2	-1
O=C(Cn1cnc2ccccc21)Nc1ccc(SC(F)F)cc1	-14	-5	1	-5	-1	-13	2	-2.0	5	-1
OCc1cccc[n+]1Cc1ccccc1	5	-4	-3	-2	0	3	-2	-2.1	6	-1
O=C1CCN(Cc2ccccc2)CCN1CCO	4	4	1	5	-3	-5	3	1.9	-1	1
C=CCOc1cccc(C(=O)N2CCCC(CNS(=O)(=O)c3cccs3)C2)c1 (configuration not stated)	15	-10	2	-2	-4	2	-4	2.7	-1	-1
COc1ccccc1C(=O)N(Cc1ccccc1)c1ccc(C)cc1	-2	11	-2	-8	1	-3	-6	-0.3	-2	8
[O-][n+]1onc2c1CCc1nnc(-c3ccccc3)cc1-2	6	0	3	0	-6	-1	1	-1.0	-1	1
CCCN(CC(=O)Nc1ccccc1C)C(=O)Cc1n[nH]c(=O)c2ccccc12	-12	-1	-4	-14	3	1	0	-2.5	-1	5
CCOC(=O)Cn1c(=NC(=O)c2ccc([N+](=O)[O-])s2)sc2ccccc21	-15	-5	-10	6	4	-1	5	-2.6	-2	5
CC(=O)Nc1ccc(S(=O)(=O)N(CCCN2CCOCC2)Cc2cccs2)cc1	8	8	-1	3	-11	-6	-1	-1.8	1	-1
O=C1c2ccsc2SCCN1Cc1cccc(Cl)c1	0	-2	1	0	2	-14	-3	1.0	-1	-1
Cc1oc(-c2ccc(-c3ccccc3)cc2)nc1CN(C)C1CCOC1 (configuration not stated)	-11	0	-2	-1	1	-8	0	-2.1	-2	1
COc1ccc(-n2c(COc3cccc(C)c3)nnc2SCC(=O)O)cc1	-9	-5	-3	2	0	1	8	-2.3	-2	2
COc1cc2cnc(-c3ccccc3)c(C(=O)c3ccc(OCc4ccccc4)cc3)c2cc1OC	-5	0	2	-14	13	-39	12	-0.7	0	0
CC1(C)CC(=O)C(C2C3=C(CC(C)(C)CC3=O)Oc3ccc4ccccc4c32)C(=O)C1 (configuration not stated)	-7	-2	6	1	0	-2	0	-2.7	-1	0
O=C(CCN1C(=O)/C(=C/c2cccs2)SC1=S)Nc1ccccn1	9	-3	4	-10	3	-18	6	-1.7	-1	3
COc1cc2c(cc1/C=C1/NC(=O)N(c3ccccc3)C1=O)OCO2	-3	3	6	4	-2	2	-1	-3.2	2	-1
CC1CCc2c(sc(NC(=O)CSc3nc4c(c(C(F)(F)F)n3)CCc3ccccc3-4)c2C(N)=O)C1 (configuration not stated)	-2	3	2	4	5	6	4	-0.7	0	-2
O=C(O)c1nnsc1-c1csnn1	2	0	7	2	-2	6	0	-2.0	3	-4
CCN(C(=O)COC(=O)c1ccc(C)c(S(=O)(=O)N2CCCCC2)c1)C1CCS(=O)(=O)C1 (configuration not stated)	3	1	-2	-2	-8	1	-3	0.6	-2	0
Cc1ccccc1Nc1nc(N)nc(COC(=O)c2ccc(S(=O)(=O)N(C)C)cc2)n1	-4	4	-4	0	2	-7	2	-4.5	1	-1
O=c1c(C/C=C/c2ccccc2)c(O)ccn1Cc1ccc(Cl)cc1Cl	8	1	-4	2	-1	-16	2	0.2	-3	6
COc1cccc(-c2nc(-c3ccc4c(c3)-c3ccccc3S4(=O)=O)c(-c3ccccc3)[nH]2)c1OC	-13	8	-22	-12	5	-59	19	4.9	-5	1
COc1cc(/C=C(/C(=O)c2cccs2)c2nc3ccccc3[nH]2)ccc1O	6	5	4	10	2	6	10	-1.1	6	-5
CCOc1ccc(S(=O)(=O)NCCCN2CCOCC2)cc1	3	0	0	2	-1	1	-3	-0.9	1	-1
NS(=O)(=O)c1ccc(NC(=O)CSc2nc3ccccc3[nH]2)cc1	-1	2	-1	-13	1	0	3	2.1	-1	-3
Cc1ccc2nc(NS(C)(=O)=O)sc2c1	4	2	-2	-4	1	1	2	-0.5	-1	2

Continued, overlapping the part above by 3 compounds.
SMILES	TDP2 absorb	TCR CD3 inh	ABHD4 inh	SIAE primary	Rev-erbA mod	HTRA1 inh	rCAG RNA binder	PG9 Ab binder	PRMT1 inh	LEDGF integ inh
CCOc1ccc(S(=O)(=O)NCCCN2CCOCC2)cc1	3	0	0	2	-1	1	-3	-0.9	1	-1
NS(=O)(=O)c1ccc(NC(=O)CSc2nc3ccccc3[nH]2)cc1	-1	2	-1	-13	1	0	3	2.1	-1	-3
Cc1ccc2nc(NS(C)(=O)=O)sc2c1	4	2	-2	-4	1	1	2	-0.5	-1	2
C[C@H]1CN([C@@H](C)CO)C(=O)c2cccc(NC(=O)C3CC3)c2O[C@H]1CN(C)CC1CCCCC1	1	7	2	0	0	1	-8	-0.2	-1	-3
NS(=O)(=O)c1ccc(NC(=O)c2ccc3c(c2)OCO3)cc1	7	7	1	-10	10	0	7	0.0	2	0
CCOC(=O)C(C)Sc1nc2c(c(=O)[nH]c(=O)n2C)n1Cc1ccc(Cl)cc1 (configuration not stated)	1	6	3	-9	1	-8	1	-0.3	2	-2
CC(=O)N(CCc1ccccc1)Cc1cc2ccc(C)c(C)c2[nH]c1=O	-14	-4	-8	4	-3	-22	-3	0.9	3	-2
Cc1c(Cl)cccc1NS(=O)(=O)c1ccc(-c2ccc(=O)[nH]n2)o1	11	2	5	-1	-5	1	8	0.4	-4	1
O=C1NC[C@@H](CCCCN2C[C@H](Cc3ccccc3)N(CCC3CCCCC3)C(=O)C2=O)N(Cc2ccccc2)C1=O	-1	1	-4	11	-5	·	4	-2.8	-2	-2
C[C@H]1CN([C@@H](C)CO)C(=O)CCCn2nncc2CO[C@H]1CN(C)C(=O)c1ccc2ccn(C)c2c1	-16	-9	1	-1	0	-3	3	-3.6	-2	2
Oc1cccnc1CN1CCCCC1	6	-3	-1	-1	-1	·	0	-0.9	4	-4
Cc1cccc(-c2nc3sc(C)cc3c(=O)o2)c1	1	0	-1	-1	0	-12	1	-0.8	-2	0
O=C1CC2(CCCC2)Oc2ccc(F)cc21	1	5	2	12	2	-5	-3	-2.8	-1	0
O=C(O)CCNC(=O)C12CC3CC(CC(C3)C1)C2	1	10	1	6	0	3	-2	-0.3	1	1
COc1ccc(CC(=O)Nc2ccc3c(c2)OCO3)cc1S(=O)(=O)N1CCOCC1	-10	-1	4	1	-2	-3	2	1.0	0	-1
O=C(NCCc1ccccc1)Nc1cccc(Cl)c1	-1	-1	-2	0	2	-10	-2	1.1	1	1
COc1ccc2cc3cc(C(=O)N4CCN(c5ccccn5)CC4)oc3nc2c1	-7	8	-10	-3	1	-5	-2	-2.8	-4	-1
COC(=O)C(NC(=O)c1ccccc1Cl)(Nc1ncc(S(=O)(=O)c2ccc([N+](=O)[O-])cc2)s1)C(F)(F)F (configuration not stated)	-3	3	5	0	4	-6	3	-3.0	2	-1
O=C(CCc1nnc2n(Cc3ccccc3Cl)c(=O)c3ccccc3n12)NCCCN1CCOCC1	7	14	4	4	-2	5	-4	0.8	1	0
Cc1ccc(S(=O)(=O)C(C#N)c2nc3ccccc3nc2N2CCC(C)CC2)cc1 (configuration not stated)	-17	-1	9	6	5	10	-1	0.1	4	1
CCOCCCn1c(=S)[nH]c2cc(C(=O)N3CCC(C(N)=O)CC3)ccc2c1=O	-2	1	7	10	-3	7	0	-1.4	0	-1
CCOC(=O)C1CCCN(C(=O)c2cc3c(OC)c(OC)c(OC)cc3[nH]2)C1 (configuration not stated)	-15	-2	6	-3	-3	0	-3	0.8	4	-4
O=C(COc1ccccc1F)N1N=C(c2cccs2)CC1c1ccco1 (configuration not stated)	2	-5	-20	1	-10	-12	0	0.9	10	0
CCOC(=O)C1=C(C)NC(=O)NC1c1ccc2c(c1)OCO2 (configuration not stated)	10	-3	-5	10	-2	-4	-3	0.9	0	2
c1ccc(CNc2ncnc3sc4c(c23)CCCC4)nc1	-20	1	0	-2	-1	3	-2	-2.4	-4	-2
O=C(Nc1ccccc1)NC1CCN(CCCN2C(=O)c3ccccc3C2=O)CC1	4	1	0	-1	-7	1	0	0.7	-3	-5
CC1CCN(CCCNC(=O)C2CC(=O)N(CCc3ccccc3)C2)CC1 (configuration not stated)	-7	-5	-3	-3	3	-1	-4	-0.8	3	-7
Cc1ccnc(N/C=C(/NC(=O)c2ccccc2)C(=O)NN)n1	-2	-1	2	3	0	9	4	-1.5	3	-3
Cc1onc(-c2c(Cl)cccc2Cl)c1C(=O)c1c[nH]c(C(=O)NCC2CCCO2)c1 (configuration not stated)	-12	-3	2	-7	-10	0	-4	-1.5	3	-5
CCOC(=O)N(C)[C@H]1C[C@H]2c3[nH]c4ccccc4c3CCN2C(=O)[C@H]1[C@H](C)O	-4	-4	-6	8	0	·	4	-2.0	0	1

Only part of the results is shown; the hit share may differ from the screen's.
